Source: PubChem BioAssay
RmlCD inh 1536 = M. tuberculosis RmlC/RmlD coupled enzyme inhibitors, primary screen, biochemical, compound mixtures, 384-well, from 1536-well plates; RmlC+RmlD coupled enzyme assay, percent inhibition; primary screen in compound mixtures; inhibition, % at 3.6 µM; hit rate 0.03% among 160,000; in the data active means inhibition mostly above about 34%, no sharp cut-off; inconclusive means no clear call, values can overlap the other calls; inactive means mostly below about 22%; further: some results filed as inactive read as strong as hits
Target sequence (P9WH09 whole entry, looked up): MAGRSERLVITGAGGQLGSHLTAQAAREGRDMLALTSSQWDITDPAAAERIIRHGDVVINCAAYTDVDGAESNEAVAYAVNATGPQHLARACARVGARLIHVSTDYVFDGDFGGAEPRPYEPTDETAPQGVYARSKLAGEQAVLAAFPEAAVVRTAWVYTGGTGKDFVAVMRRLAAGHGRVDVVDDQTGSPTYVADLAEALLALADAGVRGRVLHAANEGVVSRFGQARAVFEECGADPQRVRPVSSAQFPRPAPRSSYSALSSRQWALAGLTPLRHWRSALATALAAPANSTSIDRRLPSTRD
Target sequence (P9WH11 whole entry, looked up): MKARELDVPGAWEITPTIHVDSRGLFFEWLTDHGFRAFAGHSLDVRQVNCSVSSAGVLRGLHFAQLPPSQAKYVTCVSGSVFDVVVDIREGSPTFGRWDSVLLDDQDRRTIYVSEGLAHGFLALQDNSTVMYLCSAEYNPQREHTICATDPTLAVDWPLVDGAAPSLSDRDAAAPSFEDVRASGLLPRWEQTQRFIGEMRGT
GlmU inhibition = inhibition of mycobacterial GlmU enzyme – biochemical, glucosamine-1-phosphate acetyltransferase (AID 1376). Bifunctional protein GlmU (Mycobacterium tuberculosis (strain ATCC 25618 / H37Rv)). M. tuberculosis GlmU acetyltransferase enzyme assay; higher % means a stronger effect. inhibition, %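 (tested at 30 µM in the primary screen)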, or IC50 in µM where a hit was titrated. hit rate 0.25% among 220,000; in the data active means inhibition above about 13%; inconclusive means no clear call, values can overlap the other calls;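 further: 0% = complete reaction with vehicle and 100% = reaction without substrate; strong numbers were not always called active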
An asterisk follows results filed as active; ? = inconclusive; . = not tested or not shown; & = joins results of further samples. Some of the compounds tested; count on the stated rates, not on these rows.

SMILES	RmlCD inh 1536	GlmU inhibition
O=C(CCCN1C(=O)c2cccc3cccc(c23)C1=O)Nc1ccon1	.	-1.0%
COP(=O)(CN(Cc1ccccc1)C(=S)Nc1c(C)cccc1C)OC	9	-3.4%
Cc1ccc(S(=O)(=O)N2CCN(c3nc(C)c4c(c3C#N)CC(C)(C)OC4)CC2)cc1	10	2.2%
CC(OC(=O)C12CC3CC(CC(O)(C3)C1)C2)C(N)=O (stereo unspecified)	-7	1.2%
CCOC(=O)Cc1c(Cl)c2ccccc2[nH]c1=O	3	6.9%
COc1ccc(-c2cc(=O)[nH]c(=O)[nH]2)cc1	-5	-4.7%
CSc1nnc(-c2ccccc2)c(-c2ccccc2)n1	-8	-0.8%
COc1ccc(C2c3c(oc4ccccc4c3=O)C(=O)N2c2ccccn2)cc1 (stereo unspecified)	5	-1.1%
CC#CCN1C(=O)N[C@@H](c2ccccc2)C(C(=O)OC)=C1C	.	-0.8%
O=C(Nc1ccccc1)c1c2c(nc3ccccc13)CCCC2	.	-7.7%
COc1ccc(-n2c(=O)c3ccccc3c3ccccc3c2=O)cc1	-9	2.5%
C/C(=N\N1CCN(Cc2ccccc2Cl)CC1)c1ccc(F)cc1	26	1.1%
CC(=O)c1ccc(NS(=O)(=O)c2ccc(C(C)(C)C)cc2)cc1	.	-2.2%
C=CCNC(=S)NCCO	7	.
COC(=O)C1C(O)C(C)C(O)C(C)(O)/C=C\C=C(/C)C(=O)Nc2c(C)c(OC(C)=O)c3c(c2O)C(=O)C(C)=C2OCOC(=C23)/C(C)=C/C(C)(O)C(O)C(C)C1O (stereo unspecified)	5	3.9%
COc1ccc([C@@H]2Sc3cc(OC)ccc3N(CCN(C(C)C)C(C)C)C(=O)[C@H]2OC(C)=O)cc1	.	0.8%
O=C(COC(=O)c1ccc(O)cc1)Nc1cc(C(F)(F)F)ccc1Cl	-16	-1.6%
O=C1CSC(c2ccc3c(c2)OCO3)N1c1ccc(Oc2ccccc2)cc1 (stereo unspecified)	.	-0.1%
Cc1ccc(NC(=O)C2CCN(C(=O)NC3CCCCC3)CC2)cc1Cl	19	-1.2%
CC(=O)Nc1ccc(S(=O)(=O)NCc2ccccn2)cc1	16	-2.1%
CCN(CC)c1cccc(OCC(=O)N(C)CCC#N)c1	.	-0.9%
CCCCC(=O)N1CCN(c2ccc(OC)cc2[N+](=O)[O-])CC1	3	3.4%
O=C(Nc1ccc(F)cc1F)NC1CC(=O)N(Cc2ccccc2)C1 (stereo unspecified)	.	0.2%
O=C(Cn1nc(C(F)(F)F)cc1C1CC1)Nc1ccccc1F	-6	-1.4%
CCOC(=O)N1CCC(NC(=O)CSCc2nc(-c3ccc(OC)c(OC)c3)oc2C)CC1	8	1.7%
SMILES	RmlCD inh 1536	GlmU inhibition
O=C(c1ccc(NC2=NC3CS(=O)(=O)CC3S2)cc1)N1CCN(C(=O)c2ccco2)CC1 (stereo unspecified)	.	-6.0%
Clc1ccccc1C1NCc2ccccc2-n2cccc21 (stereo unspecified)	-5	1.7%
O=C(CN1C(=O)c2cccc([N+](=O)[O-])c2C1=O)N1CCN(c2ccc(F)cc2)CC1	6	3.4%
CCOC(=O)N/N=C/c1ccc(F)cc1	3	-0.7%
Cc1cccc(-n2c(Cc3ccccc3)n[nH]c2=S)c1	-7	-3.7%
Cc1[nH]c(=O)c(C(=O)c2ccccc2O)cc1C(=O)O	103	-3.7%
Cc1csc(NC(=O)CSc2ccc3nnc(CCNS(=O)(=O)c4ccccc4)n3n2)n1	4	3.7%
CC1(C(=O)NC2CCCC2)CCC(=O)N1CCC1=CCCCC1 (stereo unspecified)	-5	2.3%
Cc1cc(=O)[nH]c(SCC(=O)Nc2nnc(CC(C)C)s2)n1	.	0.9%
Cc1ccc(CN2CCN(CC(=O)N/N=C/c3ccc(C)o3)CC2)cc1	?	-7.1%
O=C(/C=C/c1ccccc1)NC(=S)NNC(=O)c1ccco1	.	0.6%
CN(C)C(=O)CSc1nc(-c2ccccc2)nc2c1CCCC2	.	-1.7%
COc1ccc(CNC(=O)COC(=O)c2cnccn2)cc1	-5	-7.2%
O=C(NCc1cccnc1)Nc1ccc(F)cc1F	.	6.8%
COc1ccc(S(=O)(=O)N2CCC(C(=O)c3ccc4c(c3)OCCO4)CC2)cc1	7	1.8%
O=C(Nc1ccc(N2CCOCC2)cc1)c1cccnc1	7	6.8%
COC(=O)Cn1c(=NC(=O)c2nc3ccccc3s2)sc2cc(S(N)(=O)=O)ccc21	-17	0.7%
CC(=O)c1cc(F)c(N2CCN(C(=O)C(C)(C)C)CC2)cc1C	.	-2.1%
CCN(CC)CCN(C(=O)c1cccc(N2C(=O)CCC2=O)c1)c1nc2cc3c(cc2s1)OCO3	8	-3.7%
C=CCn1cccc(C(=O)Nc2ccc(OCC)cc2)c1=O	-13	2.1%
CCC(C)C(NC(=O)OC(C)(C)C)C(=O)NCc1ccco1 (stereo unspecified)	.	2.1%
NC(N)=Nc1nc2ccccc2o1	7	-3.0%
O=C(NCc1cccs1)c1ccncc1	12	0.0%
Cn1c(N)c(C(=O)CSc2nnc(-c3ccccc3F)n2N)c(=O)n(C)c1=O	.	-0.7%
C=CCNc1nc2c(c(=O)n(C)c(=O)n2C)n1Cc1ccc(F)cc1	-5	-0.4%

3 entries from above, arranged by SMILES length, highest first.
SMILES	RmlCD inh 1536	GlmU inhibition
CC#CCN1C(=O)N[C@@H](c2ccccc2)C(C(=O)OC)=C1C	.	-0.8%
CCC(C)C(NC(=O)OC(C)(C)C)C(=O)NCc1ccco1 (stereo unspecified)	.	2.1%
COc1ccc(-c2cc(=O)[nH]c(=O)[nH]2)cc1	-5	-4.7%

(listing goes on)
SMILES	RmlCD inh 1536	GlmU inhibition
O=C(CNC(=S)N(CCCN1CCOCC1)Cc1cccs1)NCCN1CCOCC1	-10	2.9%
CCNC(=O)CC1C(=O)N(c2ccccc2)C(=O)N1Cc1ccc(OC)cc1 (stereo unspecified)	.	1.7%
O=C(CCNS(=O)(=O)c1ccc(Br)cc1)NCc1cccs1	3	9.9%
COc1cccc(-c2cc(C(F)(F)F)n3ncc(C(=O)NCC4CCCO4)c3n2)c1 (stereo unspecified)	-3	-5.5%
COc1ccc(NS(=O)(=O)c2ccc(-n3nnc4ccccc43)c([N+](=O)[O-])c2)cc1	3	2.6%
COc1ccc2[nH]c(C)c(C(=O)CN(C)C)c2c1	-6	0.6%
CCN1C(=O)/C(=C/c2cnn(CC)c2C)SC1=S	-4	-4.9%
O=C(CCCC(=O)N(CC(=O)NC1CCCCC1)Cc1ccc2c(c1)OCO2)Nc1ccccn1	1	2.8%
CCOC(=O)c1ccc2c(c1)nc(C)n2CC	.	1.3%
C=CCSc1nnc(CNC(=O)c2ccccc2C)n1C(C)C	6	-2.2%
Cc1cn(C(=O)c2ccccc2)c(=S)n1-c1ccc(Br)cc1	.	2.8%
CNCc1c(C)nn(-c2ccccc2)c1C	-5	2.4%
Cn1c(-c2ccccc2)cnc1SCC(N)=O	3	0.0%
O=C(N/N=C/c1ccccc1Cl)c1[nH]c2ccc(Br)cc2c1-c1ccccc1	29	-4.8%
COc1ccc2c3c(cccc13)C(=O)N(O)C2=O	-8	4.1%
O=C(N/N=C/c1ccc(N2CCOCC2)s1)c1ccc(NS(=O)(=O)c2cccs2)cc1	-5	-1.0%
Cc1cc(C)c2c(-n3cccc3)c(C(=O)NNS(=O)(=O)c3ccc(F)cc3)sc2n1	17	-0.8%
Cc1ccc(NC2=NCCCS2)c(C)c1C	7	1.1%
CC1(C(=O)NC(=S)N(CCC#N)Cc2cccnc2)CC1(Cl)Cl (stereo unspecified)	-1	-1.1%
CCOC(=O)C1CCCN(C(=O)c2cc3nc(-c4cccc(OC)c4)cc(C(F)(F)F)n3n2)C1 (stereo unspecified)	.	-2.4%
O=C(O)CCSc1ccc2ccccc2n1	6&-6	-5.6%&1.1%
O=C(COc1ccc(F)cc1)N1c2ccccc2CCc2ccccc21	10	4.0%
CC(C)C(=O)Nc1cccc(NC(=O)c2cccnc2)c1	-4	-4.8%
O=[N+]([O-])c1ccc(-c2ccc(S(=O)(=O)NCCN3CCCC3)cc2)cc1	-6	-4.6%
O=C1CC(NN2CCCCC2)C(=O)N1c1ccccc1 (stereo unspecified)	0	0.0%
SMILES	RmlCD inh 1536	GlmU inhibition
CC(C)c1ccccc1NC(=O)COC(=O)C1(C)CC1(Cl)Cl (stereo unspecified)	-15	2.3%
O=C(COc1ccccc1)Nc1ccccc1Cl	0	-0.8%
N#Cc1c2c(c(NCCOCCO)n3c1nc1ccccc13)CCCC2	6	7.2%
CC(=O)Nc1cccc(-n2nnc(SCC(=O)c3ccccc3)n2)c1	-5	-1.1%
Cc1csc2ncc(C(=O)Nc3ccccc3F)c(=O)n12	.	0.8%
O=C(NCCCN1CCCCCC1)C1CCCN(S(=O)(=O)c2cccc3nsnc23)C1 (stereo unspecified)	.	-16%
COCCOC(=O)C1=C(C)NC(=O)NC1c1ccco1 (stereo unspecified)	.	3.4%
CCOC(=O)c1cc[nH]c1C	-3	-3.4%
COc1ccc(CCN2CC(C(=O)O)CC2=O)cc1OC (stereo unspecified)	-3	0.4%
CCc1ccc2oc(-c3cc(N)ccc3O)nc2c1	-4	2.7%
Cc1cccc(N(CC(=O)NC(C)(C)C)C(=O)CS(=O)CC(=O)Nc2ccc3c(c2)OCO3)c1 (stereo unspecified)	0	1.3%
O=C(COC(=O)c1ccc(NS(=O)(=O)c2ccc3c(c2)OCCO3)cc1)NCC1CCCO1 (stereo unspecified)	.	3.0%
Cc1cc(C)cc(NC(=O)NC2CCN(CC(=O)Nc3cccc(Cl)c3C)CC2)c1	.	-3.0%
CCN1CCN(Cc2c(O)ccc3c2O/C(=C\C=C\c2ccccc2)C3=O)CC1	11	-6.7%
Cc1ccc2c(c1)C(=O)CC1(CCC(C(C)(C)C)CC1)O2 (stereo unspecified)	.	2.0%
Cc1nc(CN2CCN(C(=O)NC3(c4ccccc4)CC3)CC2)cs1	14	5.4%
COCCNC(=O)C(c1ccc(OC)cc1)N(C(=O)Cn1nnc2ccccc21)c1cccnc1 (stereo unspecified)	3	3.4%
Cc1ccc(/C=N/N2CCN(c3ccccn3)CC2)o1	.	2.5%
Fc1ccc(CN2CCCCCCC2)cc1F	.	-1.7%
O=C(N/N=C/c1cc([N+](=O)[O-])ccc1O)NC12CC3CC(CC(C3)C1)C2	-11	4.6%
COC(=O)c1ccccc1NC(=O)N1CCN(S(C)(=O)=O)CC1	-16	-5.1%
Cc1ccc(S(=O)(=O)NCC(=O)NC2CCCCCC2)cc1	.	-8.0%
Cc1cc(Cl)ccc1C(=O)C1CCCN(C(=O)c2ccc3ncccc3c2)C1 (stereo unspecified)	22	8.1%
COCON1C(=O)CN(C(C)=O)C1c1ccc(Cl)cc1Cl (stereo unspecified)	12	-3.3%
CC(C)(C)c1cc(-c2n[nH]c(=S)n2-c2ccccc2F)n[nH]1	13	1.0%
SMILES	RmlCD inh 1536	GlmU inhibition
CC(C)(C)c1csc(NC(=O)CSc2nc3ccccc3c(=O)[nH]2)n1	5	0.1%
O=C(NC12CC3CC(CC(C3)C1)C2)OCCNC1CCCCC1	8	-3.8%
COc1ccc(CNCCC(c2ccc(F)cc2)c2ccc(OC(C)C)cc2)cc1OC (stereo unspecified)	.	-8.4%
CN(C)CCSc1nnc2[nH]c3ccccc3c2n1	1	-1.5%
Cc1nn2c(-c3ccccc3)c(-c3ccccc3)nc2[nH]c1=O	40	-0.6%
COc1cccc(NC(=O)Cn2cc3c(n2)CCCCC3)c1	10	6.6%
CS(=O)(=O)N1CCN(C(=O)C(Sc2ccccc2)c2ccccc2)CC1 (stereo unspecified)	.	-1.7%
COc1ccc(CNCC(=O)Nc2sccc2C#N)cc1	7	-1.4%
Cc1nc(-c2ccc(NS(=O)(=O)c3ccccc3)cc2)cs1	8	0.6%
CCNC(=S)N=Nc1c(O)n(Cc2ccc(Cl)cc2)c2ccccc12	-6	-4.7%
COc1ccc(OC(=O)c2c(C)nn(-c3ccccc3)c2C)cc1	-6	-1.6%
CN(C)c1ccc(C(=S)N2CCNCC2)cc1	-11	5.5%
COc1ccc(NC(=O)NS(=O)(=O)c2ccc(C)cc2)c(OC)c1	.	-0.7%

Grouped by structure, those above containing an aryl thioether with sulfur outside any ring.
SMILES	RmlCD inh 1536	GlmU inhibition
CSc1nnc(-c2ccccc2)c(-c2ccccc2)n1	-8	-0.8%
Cc1csc(NC(=O)CSc2ccc3nnc(CCNS(=O)(=O)c4ccccc4)n3n2)n1	4	3.7%
Cc1cc(=O)[nH]c(SCC(=O)Nc2nnc(CC(C)C)s2)n1	.	0.9%
CN(C)C(=O)CSc1nc(-c2ccccc2)nc2c1CCCC2	.	-1.7%
Cn1c(N)c(C(=O)CSc2nnc(-c3ccccc3F)n2N)c(=O)n(C)c1=O	.	-0.7%
C=CCSc1nnc(CNC(=O)c2ccccc2C)n1C(C)C	6	-2.2%
Cn1c(-c2ccccc2)cnc1SCC(N)=O	3	0.0%
O=C(O)CCSc1ccc2ccccc2n1	6&-6	-5.6%&1.1%
CC(=O)Nc1cccc(-n2nnc(SCC(=O)c3ccccc3)n2)c1	-5	-1.1%
CC(C)(C)c1csc(NC(=O)CSc2nc3ccccc3c(=O)[nH]2)n1	5	0.1%
CN(C)CCSc1nnc2[nH]c3ccccc3c2n1	1	-1.5%
CS(=O)(=O)N1CCN(C(=O)C(Sc2ccccc2)c2ccccc2)CC1 (stereo unspecified)	.	-1.7%
